TDP2 inh – TDP2 (human) inhibition, absorbance primary screen. O95551. recombinant TDP2, T5PNP hydrolysis, p-nitrophenol absorbance 415 nm. inhibition, % at 12.8 µM. 0.34% of 370,000 active. AID 720702;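 active means inhibition above the mean of all tested compounds plus 3 SD, set per campaign, cut at about 25% in these data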;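 further: 0% = DMSO with enzyme and 100% = buffer with substrate but no TDP2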
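Material: recombinant human TDP2; quantity: TDP2 enzyme at 120 nM final; medium: Tris-HCl pH 7.5 with MgCl2; compound: single concentration, 12.8 µM nominal, with 1% DMSO; incubation: 2 h enzyme incubation at 37 °C; signal: epi absorbance; measure: percent inhibition; benchmarks: high control without enzyme, low control DMSO plus TDP2; repeats: singlicate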
mABHD4 FP – inhibitors of mouse ABHD4; Q8VD66; purified mABHD4, FP-Rh probe fluorescence polarization; inhibition, % at 8.92 µM; 0.54% of 370,000 active; AID 720543;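 active means inhibition exceeding the mean over every tested compound plus 3 SD, cut at about 30% in these data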;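 further: 0% = plate median of compound wells and 100% = S159A mutant with DMSO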
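System: mouse ABHD4 enzyme, wild type / Medium: HEPES pH 7.0, NaCl, Pluronic buffer / Reagent: FP-Rh activity-based fluorescent probe / Control set: S159A mutant high control, sample median low control / Detection: fluorescence polarization with parallel and perpendicular emission, 525/598 nm / Schedule: 45 min + 60 min at 25 °C / Compound dosing: 8.92 µM, single dose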
UHRF1 binding – blocks human UHRF1 binding to methylated DNA; 0.75% of 370,000 active; Q96T88; inhibition, % at 4.4 µM; AID 687016; UHRF1 binding to methylated oligo, TR-FRET; in the data active means inhibition above about 21%;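 further: UHRF1 SRA domain binding a hemimethylated CpG hairpin DNA probe; 0% = median of test compound wells and 100% = reference inhibitor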
TCR-CD3 inh – inhibitors of human TCR-CD3 interaction. TAMRA-labeled TCR probe fluorescence, biochemical. inhibition, % at 9.4 µM. 0.37% of 360,000 active. AID 651800; in the data active means inhibition above about 19%;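 further: recombinant mutant TCR 2C K166C tagged with TAMRA read by polarization; 0% = receptor in buffer alone and 100% = receptor with positive control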
LEDGF integ inh – blocks HIV-1 LEDGF/p75-dependent DNA integration; inhibition, % at 3.7 µM; TR-FRET IN-LEDGF/p75 DNA integration, Eu/Cy5; 0.64% of 370,000 active;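 active means inhibition above the screen-wide mean plus 3 SD, cut at about 13% in these data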;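 further: signal is the Cy5 over europium emission ratio at 671 and 618 nm; 0% = plate median of compound wells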
Tn7 DDE FP – inhibitors of Tn7 peptide binding to human fibrin DD(E) | FP displacement of FITC-Tn7 peptide from fibrin DD(E); 0% = median of compound wells per plate | AID 720508 | 0.13% of 370,000 active | inhibition, % at 8.3 µM | P02675;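 active means inhibition above the mean of compounds falling within the control limits plus 3 SD of them, cut at about 14% in these data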;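 further: 0% = plate median of compound wells and 100% = 10 µM Aha-Tn7 peptide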
Target sequence (P02675 whole entry, looked up): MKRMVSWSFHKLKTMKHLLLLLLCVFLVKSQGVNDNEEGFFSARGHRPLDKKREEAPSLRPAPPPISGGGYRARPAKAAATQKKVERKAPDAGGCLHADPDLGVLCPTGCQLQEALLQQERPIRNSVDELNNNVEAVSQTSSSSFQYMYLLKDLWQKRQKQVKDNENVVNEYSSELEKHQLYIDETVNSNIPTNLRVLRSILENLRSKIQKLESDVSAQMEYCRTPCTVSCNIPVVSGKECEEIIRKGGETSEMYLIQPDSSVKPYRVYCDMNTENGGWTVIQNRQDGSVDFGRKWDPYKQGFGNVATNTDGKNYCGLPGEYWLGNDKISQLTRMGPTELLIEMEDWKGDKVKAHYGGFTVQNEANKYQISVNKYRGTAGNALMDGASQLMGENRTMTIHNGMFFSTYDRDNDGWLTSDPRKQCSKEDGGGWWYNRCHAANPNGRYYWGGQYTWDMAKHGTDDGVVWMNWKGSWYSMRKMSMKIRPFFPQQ
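Assay system: Fibrin-DD(E) protein isolated from polymerized human fibrin clots; read-out basis: percent inhibition; medium: Tris/NaCl/CaCl2 buffer, pH 7.8; signal: FP measurement; incubation: 10 min plus 3 h, room temperature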
SIAE primary – human SIAE inhibition, primary screen; Q9HAT2; SIAE FP-Rh probe binding, fluorescence polarization; inhibition, % at 9.66 µM; 0.69% of 370,000 active; AID 1053197;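 active means inhibition above a cutoff: mean of compounds within the control limits plus 3 SD of those, cut at about 17% in these data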;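 further: 0% = plate median of compound wells and 100% = probe without SIAE protein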
PRMT1 FP inh – PRMT1 (human) inhibition, primary screen. AID 652257. 1.3% of 370,000 active. inhibition, % at 2.79 µM. recombinant PRMT1, activity-based probe fluorescence polarization;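 active means inhibition above about 21% made by adding two undisclosed values, limit read from the data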
Target sequence (Q99873 whole entry, looked up): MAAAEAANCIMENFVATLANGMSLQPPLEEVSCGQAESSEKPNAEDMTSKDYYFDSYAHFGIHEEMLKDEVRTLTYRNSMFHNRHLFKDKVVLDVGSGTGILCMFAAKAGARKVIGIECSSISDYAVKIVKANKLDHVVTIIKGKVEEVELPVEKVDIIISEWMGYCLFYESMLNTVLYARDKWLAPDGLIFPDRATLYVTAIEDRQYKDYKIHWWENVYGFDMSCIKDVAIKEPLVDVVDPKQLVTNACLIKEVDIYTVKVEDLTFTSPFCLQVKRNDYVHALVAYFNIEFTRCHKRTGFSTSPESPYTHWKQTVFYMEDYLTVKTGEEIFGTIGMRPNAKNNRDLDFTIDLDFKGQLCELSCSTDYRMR
PG9 Ab binder – PG9 antibody binding by small molecule; TR-FRET gp120-PG9 antibody binding; 0.43% of 360,000 active; inhibition, % at 6.7 µM; in the data active means inhibition above about 8.5%
HTRA1 inh – inhibitors of human serine peptidase HTRA1. Q92743. 0.5% of 340,000 active. AID 504803. inhibition, % at 5.96 µM. recombinant HTRA1, FP-rhodamine activity-based probe, fluorescence polarization; in the data active means inhibition above about 36%;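 further: 0% = enzyme with DMSO and 100% = wells lacking enzyme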
* hit, by the source's call.

CC1CN(C(=O)CSc2nnc(-c3ccccc3)o2)CC(C)O1 (stereo not given) was read as TDP2 inh 1, mABHD4 FP 5, UHRF1 binding -1, TCR-CD3 inh -1, LEDGF integ inh 0, Tn7 DDE FP -5, SIAE primary -4, PRMT1 FP inh 3, PG9 Ab binder -1.5 and HTRA1 inh 1.
Screening CCCCN(C(=O)CCC(=O)Nc1cc(C)on1)C(C(=O)NC1CCCC1)c1ccc(OC)cc1 (stereo not given) returned TDP2 inh -17, mABHD4 FP -1, UHRF1 binding 0, TCR-CD3 inh 1, LEDGF integ inh -7, Tn7 DDE FP 0, SIAE primary 0, PRMT1 FP inh 5, PG9 Ab binder 0.5 and HTRA1 inh -4.
Screening Cc1cnc(-c2nnc(N(C)C(=O)C3CCCO3)s2)cn1 (stereo not given) returned TDP2 inh 2, mABHD4 FP 0, UHRF1 binding 2, TCR-CD3 inh 2, LEDGF integ inh 1, Tn7 DDE FP -5, SIAE primary 7, PRMT1 FP inh 0, PG9 Ab binder 0.7 and HTRA1 inh 3.
Screening Cc1nc2ccc(NC(=O)CCS(=O)(=O)c3ccc(Cl)cc3)cc2s1 returned TDP2 inh 3, mABHD4 FP 7, UHRF1 binding 2, TCR-CD3 inh -4, LEDGF integ inh -6, Tn7 DDE FP 10, SIAE primary 1, PRMT1 FP inh 2, PG9 Ab binder -1.4 and HTRA1 inh -4.
O=C(CSc1nnc(-c2cccnc2)o1)Nc1ccccc1F was read as TDP2 inh 5, mABHD4 FP -5, UHRF1 binding 1, TCR-CD3 inh 1, LEDGF integ inh -2, Tn7 DDE FP 10, SIAE primary 3, PRMT1 FP inh 9, PG9 Ab binder 0.3 and HTRA1 inh 4.
Cc1cccc(/C=C2\Sc3ccc(C(=O)N4CCC(C(N)=O)CC4)cc3N(C)C2=O)c1 was read as TDP2 inh 3, mABHD4 FP -7, UHRF1 binding -3, TCR-CD3 inh 7, LEDGF integ inh 0, Tn7 DDE FP -3, SIAE primary -5, PRMT1 FP inh -1, PG9 Ab binder -0.4 and HTRA1 inh -7.
For CCOC(=O)C(=CNc1ccccc1Cl)C(=O)OCC the results were TDP2 inh -10, mABHD4 FP -2, UHRF1 binding 12, TCR-CD3 inh 4, LEDGF integ inh 7, Tn7 DDE FP -3, SIAE primary -4, PRMT1 FP inh 0, PG9 Ab binder -1.6 and HTRA1 inh -4.
`COC(=O)C[C@H]1C=C[C@H](NC(=O)c2cccc(F)c2)[C@@H](CO)O1` gave TDP2 inh -7, mABHD4 FP 4, UHRF1 binding 1, TCR-CD3 inh 3, LEDGF integ inh -4, Tn7 DDE FP -6, SIAE primary 1, PRMT1 FP inh 1 and PG9 Ab binder -1.3.
`Cc1ccc(Nc2nc3ccccc3s2)c(C)c1` gave TDP2 inh -14, mABHD4 FP 19, UHRF1 binding 4, TCR-CD3 inh 4, LEDGF integ inh 2, Tn7 DDE FP 0, SIAE primary 2, PRMT1 FP inh 0, PG9 Ab binder 1.9 and HTRA1 inh -20.
`COC(=O)[C@]12C[C@H](CC(=O)NCCCN3CCCC3=O)C(=O)N(Cc3ccccc3)C1=C[C@H](C(C)C)O[C@@H]2C1CC1` gave TDP2 inh 2, mABHD4 FP 3, UHRF1 binding -1, TCR-CD3 inh 7, LEDGF integ inh -1, Tn7 DDE FP 1, SIAE primary 20*, PRMT1 FP inh -1 and PG9 Ab binder 0.2.
C/C(=N/NS(=O)(=O)c1ccc(Cl)cc1)c1ccc2c(c1)OCO2 was read as TDP2 inh -7, mABHD4 FP -15, UHRF1 binding 4, TCR-CD3 inh -6, LEDGF integ inh 2, Tn7 DDE FP 8, SIAE primary -6, PRMT1 FP inh 13, PG9 Ab binder 0.2 and HTRA1 inh 0.
`O=c1c(C(c2ccc(O)cc2)c2c(O)nc3n(c2=O)CCS3)c(O)nc2n1CCS2` gave TDP2 inh 9, mABHD4 FP 2, UHRF1 binding 4, TCR-CD3 inh -5, LEDGF integ inh 0, Tn7 DDE FP 0, SIAE primary 2, PRMT1 FP inh 19, PG9 Ab binder 1.1 and HTRA1 inh 3.
For Cc1ccc(N2C(=O)C3C4C=CC(CNC(=S)N5CCN(c6ccccn6)CC5)(O4)C3C2=O)cc1 (stereo not given) the results were TDP2 inh 8, mABHD4 FP -4, UHRF1 binding 2, TCR-CD3 inh -1, LEDGF integ inh 0, Tn7 DDE FP -6, SIAE primary 3, PRMT1 FP inh 57*, PG9 Ab binder -1.5 and HTRA1 inh 3.
COc1cc(/C=C/C(=O)OCC(=O)NCCCc2ccccc2)ccc1O was read as TDP2 inh 2, mABHD4 FP -2, UHRF1 binding -3, TCR-CD3 inh 6, LEDGF integ inh 0, Tn7 DDE FP 10, SIAE primary 9, PRMT1 FP inh -4, PG9 Ab binder 0.7 and HTRA1 inh -5.
Screening COc1cccc(CNc2ccc(S(=O)(=O)N3CCCC3)cn2)c1 returned TDP2 inh -2, mABHD4 FP 0, UHRF1 binding 1, TCR-CD3 inh 2, LEDGF integ inh -1, Tn7 DDE FP 6, SIAE primary -4, PRMT1 FP inh 1, PG9 Ab binder -2.7 and HTRA1 inh -3.
COc1cc(C(=O)NCC(=O)N/N=C(/C)c2ccc3c(c2)CCCC3)cc(OC)c1OC was read as TDP2 inh -4, mABHD4 FP 6, UHRF1 binding 3, TCR-CD3 inh -6, LEDGF integ inh -2, Tn7 DDE FP 11, SIAE primary -5, PRMT1 FP inh 2, PG9 Ab binder -0.5 and HTRA1 inh 1.
Screening CCOC(=O)[C@@]12CN(C(=O)OC(C)(C)C)CC=C1N(Cc1ccc(OC)cc1)C(=O)[C@H]2CC(=O)N1CCN(C(=O)C2CC2)CC1 returned TDP2 inh 2, mABHD4 FP -4, UHRF1 binding -1, LEDGF integ inh 8, Tn7 DDE FP 9, SIAE primary -1 and PRMT1 FP inh -3.
Screening O=C(Nc1ccc(C(=O)O)cc1)/C(=C\C=C\c1ccccc1)NC(=O)c1ccc(Br)cc1 returned TDP2 inh -2, mABHD4 FP -46, UHRF1 binding 1, TCR-CD3 inh -5, LEDGF integ inh 4, Tn7 DDE FP -2, SIAE primary -5, PRMT1 FP inh -2, PG9 Ab binder -2.3 and HTRA1 inh -34.
`O=c1/c(=C\c2cccn2-c2ccccc2)sc2nc3ccccc3n12` gave TDP2 inh -1, mABHD4 FP 4, UHRF1 binding -1, TCR-CD3 inh -2, LEDGF integ inh 1, Tn7 DDE FP 0, SIAE primary -1, PRMT1 FP inh 1, PG9 Ab binder -0.5 and HTRA1 inh -3.
O=C(COC(=O)C1=COCCO1)Nc1ccc2c(c1)OCO2 was read as TDP2 inh -10, mABHD4 FP 2, UHRF1 binding 4, TCR-CD3 inh -7, LEDGF integ inh -6, Tn7 DDE FP 0, SIAE primary -3, PRMT1 FP inh 2, PG9 Ab binder 1.5 and HTRA1 inh -1.
For CCOc1ccc(N(Cc2nnc3n2CCCCC3)C(=O)Nc2cccc(C)c2)cc1 the results were TDP2 inh -5, mABHD4 FP -3, UHRF1 binding 3, TCR-CD3 inh -6, LEDGF integ inh 0, Tn7 DDE FP 2, SIAE primary 1, PRMT1 FP inh 4, PG9 Ab binder 1.5 and HTRA1 inh 0.
Screening OC(c1ccc(F)c(F)c1)c1nc(-c2csc3ccccc23)cs1 (stereo not given) returned TDP2 inh -7, mABHD4 FP -31, UHRF1 binding 1, TCR-CD3 inh -2, LEDGF integ inh 1, Tn7 DDE FP -3, SIAE primary -12, PRMT1 FP inh -2 and PG9 Ab binder 0.7.
Screening Cc1c2c([n+]3n1CCC3)CC(C)(C)CC2=O returned TDP2 inh -11, mABHD4 FP -1, UHRF1 binding 9, TCR-CD3 inh -3, LEDGF integ inh 7, Tn7 DDE FP -13, SIAE primary -7, PRMT1 FP inh -4, PG9 Ab binder -0.9 and HTRA1 inh 6.
`COc1ccc(-c2csc(C(C)(NC(C)=O)c3ccccc3)n2)cn1` (stereo not given) gave TDP2 inh -1, mABHD4 FP 1, UHRF1 binding 5, TCR-CD3 inh 0, LEDGF integ inh 0, Tn7 DDE FP -2, SIAE primary -5, PRMT1 FP inh 3 and PG9 Ab binder -0.1.
COc1ccc(Cc2n[nH]c(=S)n2N)cc1OC was read as TDP2 inh 8, mABHD4 FP 1, UHRF1 binding -1, TCR-CD3 inh 6, LEDGF integ inh -3, Tn7 DDE FP 1, SIAE primary 10, PRMT1 FP inh 3, PG9 Ab binder -0.3 and HTRA1 inh 2.
Screening COc1cccc(COC(=O)C2CCN(S(=O)(=O)c3ccc(Cl)cc3)CC2)c1OC returned TDP2 inh 5, mABHD4 FP 6, UHRF1 binding -1, TCR-CD3 inh -8, LEDGF integ inh -5, Tn7 DDE FP 3, SIAE primary -4, PRMT1 FP inh 6, PG9 Ab binder 3.8 and HTRA1 inh -15.
CN(CC(=O)Nc1ccc(F)cc1)C(=O)COC(=O)CCN1C(=O)C2CC=CCC2C1=O (stereo not given) was read as TDP2 inh 2, mABHD4 FP 1, UHRF1 binding -3, TCR-CD3 inh 4, LEDGF integ inh 6, Tn7 DDE FP 3, SIAE primary -2, PRMT1 FP inh -5, PG9 Ab binder -0.7 and HTRA1 inh -1.
Screening CC1=C(C(=O)OCc2ccccc2)C(c2ccc(Br)cc2)NC(=O)N1CCCC(=O)O (stereo not given) returned TDP2 inh 1, mABHD4 FP 3, UHRF1 binding -2, TCR-CD3 inh 7, LEDGF integ inh -2, Tn7 DDE FP 4, SIAE primary -7, PRMT1 FP inh -4 and PG9 Ab binder 0.5.
CC(SCC(=O)Nc1ccc(S(=O)(=O)N2CCCCC2)cc1)C(=O)O (stereo not given) was read as TDP2 inh -10, mABHD4 FP 1, UHRF1 binding -3, TCR-CD3 inh 3, LEDGF integ inh -2, Tn7 DDE FP -1, SIAE primary -2, PRMT1 FP inh 0, PG9 Ab binder 0.1 and HTRA1 inh 3.
Screening CCCn1c(C)cc(C(=O)CSc2nc3ccccc3c(=O)n2Cc2ccco2)c1C returned TDP2 inh 6, mABHD4 FP -3, UHRF1 binding -2, TCR-CD3 inh -3, LEDGF integ inh 0, Tn7 DDE FP 1, SIAE primary 7, PRMT1 FP inh -1, PG9 Ab binder 1.3 and HTRA1 inh -3.
`COc1ccc(CNS(=O)(=O)CCNC(=O)c2ccccc2)cc1` gave TDP2 inh 5, mABHD4 FP 5, UHRF1 binding -3, TCR-CD3 inh -2, LEDGF integ inh -1, Tn7 DDE FP 10, SIAE primary 7, PRMT1 FP inh 0, PG9 Ab binder 0.7 and HTRA1 inh 2.
O=[N+]([O-])c1ccc(NN=C(Oc2ccccc2)c2ccc([N+](=O)[O-])cc2)cc1 was read as TDP2 inh 4, mABHD4 FP 9, UHRF1 binding 3, TCR-CD3 inh -6, LEDGF integ inh -3, Tn7 DDE FP -2, SIAE primary 7, PRMT1 FP inh 0, PG9 Ab binder 1.3 and HTRA1 inh -15.
